HSF1 inhib – HSF1 inhibition | NIH3T3-HGL HSE-luciferase, MG132-induced, luminescence 8 h; active compounds read low | activity change, negative = inhibition, % at 7.5 µM (by protocol) | actives 0.77% (n = 300,000);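 active = more than half of replicate wells show activity change below -50%, luminescence cut by over half; inconclusive = some wells, but at most half, below -50%; inactive = no replicate well below -50%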;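 also: luciferase reports HSF-1 transcriptional activity via heat shock element; 0% = median of DMSO wells and -100% = zero luminescence signal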
HSP90 refold inh – inhibitors of HSP90 luciferase refolding in rabbit reticulocyte lysate. luciferase refolding luminescence, 3 h. inhibition, % at 5.6 µM. actives 0.91% (n = 290,000). AID 1789;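 active = inhibition above the screen-wide mean plus 3 SD, computed separately per campaign, cut at about 16% in these data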;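 also: 0% = DMSO wells and 100% = 60 µM geldanamycin wells; inhibitors lower the luminescence because luciferase stays unfolded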
HDAC3 inh – blocks human histone deacetylase 3 | inhibition, % at 8.3 µM | recombinant HDAC3, fluorogenic peptide/trypsin coupled, fluorescence | actives 0.15% (n = 320,000); in the data active = inhibition above about 26%, passing the limit was not always enough; inconclusive = no clear call, values can overlap the other calls
Target sequence (O15379 whole entry, looked up): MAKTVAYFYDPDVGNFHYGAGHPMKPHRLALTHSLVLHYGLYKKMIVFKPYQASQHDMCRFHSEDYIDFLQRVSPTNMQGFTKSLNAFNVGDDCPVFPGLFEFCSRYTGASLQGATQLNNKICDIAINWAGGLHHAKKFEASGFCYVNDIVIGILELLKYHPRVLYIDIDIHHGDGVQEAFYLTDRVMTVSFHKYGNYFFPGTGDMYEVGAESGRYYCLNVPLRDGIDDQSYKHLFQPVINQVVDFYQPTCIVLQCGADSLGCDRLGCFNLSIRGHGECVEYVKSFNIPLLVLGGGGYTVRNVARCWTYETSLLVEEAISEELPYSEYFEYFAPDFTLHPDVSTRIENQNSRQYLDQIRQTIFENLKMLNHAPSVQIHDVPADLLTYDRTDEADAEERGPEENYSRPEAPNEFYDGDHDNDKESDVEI
Platelet DG rel – modulates dense granule release in human platelets | human platelet-rich plasma, SFLLRN dense granule ATP release, luminescence | inhibition, %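 (compounds screened at 7.5 µM in platelet-rich plasma)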 | actives 0.22% (n = 300,000);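 active = mean replicate score, as percent of positive control, at or above 50; inconclusive = mean below 50 but at least one replicate at or above 50; inactive = mean and every replicate below 50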
aSyn 5UTR inh – MLPCN primary screen, SNCA 5' untranslated region; actives 0.82% (n = 300,000); AID 1813; alpha-synuclein 5'UTR reporter, inhibitor activity; inhibition, % (tested at 7.5 µM); in the data active = inhibition above about 60%; inconclusive = no clear call, values can overlap the other calls;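 also: H4 neuroglioblastoma cells stably carrying SNCA 5'UTR luciferase fusion; 0% = DMSO wells and 100% = positive control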
HIF act – HIF pathway transcriptional activation; U2OS HRE-luciferase reporter, luminescence; normalized: DMSO 0%, desferrioxamine 100%; activation, % at 7.5 µM (by protocol); actives 0.32% (n = 300,000); AID 1910;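 active = mean activation of at least 10% of the iron chelator positive control signal, with at least half of replicates also reaching 10%; inconclusive = mean and replicate majority disagree about reaching 10%; inactive = mean and most replicates under 10%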
IEC-6 cytotox – counter-screen for KLF5 inhibitors: cytotoxicity in IEC-6 cells; actives 0.78% (n = 290,000); inhibition, % at 5 µM; IEC-6 cytotoxicity, luminescence viability; AID 1825; in the data active = inhibition above about 22%;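 also: 0% = plate median of test compound wells and 100% = cytotoxic reference compound wells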
HSF1 activator – increases HSF-1 driven luciferase reporter signal. NIH3T3-HGL HSF-1 luciferase reporter, MG132, 8 h; 100% = twice DMSO control signal. activation, % at 9 µM. actives 1.7% (n = 300,000);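 active = mean replicate activation of at least 50% with a set share of replicates each reaching 50%; inconclusive = only one of those two conditions met; inactive = mean below 50% and too few replicates reaching it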;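 also: 0% = median of the neutral control wells and 100% = twice that signal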
KLF5 inh – suppresses KLF5 promoter-driven expression | actives 0.23% (n = 290,000) | AID 1700 | DLD-1 KLF5 promoter-luciferase reporter, luminescence | inhibition, % at 5 µM;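 active = inhibition above a per-plate limit of that plate's mean compound inhibition plus 3 SD, cut at about 60% in these data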;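 also: 0% = DMSO wells and 100% = LY294002 at 200 µM; higher means less KLF5 promoter-driven luciferase light; inactives centre near -14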
AI-2 QS modul – modulators of Vibrio harveyi AI-2 quorum sensing system; actives 0.4% (n = 300,000); Vibrio harveyi JMH597 AI-2 luminescence/OD600 ratio, 9 h; active compounds read low; strain lacks LuxN and CqsS sensors; 0 = neutral-control median; activity change, % at 7.5 µM; in the data active = activity change below about -75%, passing the limit was not always enough; inconclusive = no clear call, values can overlap the other calls;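 also: luminescence divided by OD600 gain over 9 h not by final OD600 alone; inactives centre near 13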
An asterisk follows results filed as active; u = inconclusive; x = not tested or not shown. Outcome played no part in choosing rows; overall some 5% were active at least once.

nr	Molecule	HSF1 inhib	HSP90 refold inh	HDAC3 inh	Platelet DG rel	aSyn 5UTR inh
1	O=C(CSc1nnc(COc2ccccc2F)n1-c1ccccc1)NCc1ccco1	x	1	2	x	x
2	CCOC(=O)C1CCN(C(=O)CSc2n[nH]c(=O)[nH]c2=O)CC1	-4	3	0	-2	-13
3	COCCN=C1Sc2nc3cc(C)c(C)cc3cc2CN1Cc1cccs1	1	2	-1	-7	-78
4	Cc1ccc(CC(=O)N2CCN(c3cccc(C(F)(F)F)c3)CC2)cc1	4	0	3	-7	9
5	COc1cccc(CN2CCN(Cc3nc4c(s3)CCCC4)CC2CCO)c1 (stereo unspecified)	-3	-1	-3	-3	-25
6	Cc1cc2c(cc1S(=O)(=O)NCCc1ccccc1)NC(=O)CO2	-9	x	x	-6	2
7	Cc1ccc(NC(=O)Cn2nc(C)cc2C)cc1	-2	1	1	1	-9
8	CC(C)(C)NC(=O)C(=O)NNC(=O)COc1ccc(Br)cc1	-2	2	-2	-1	23
9	Cc1ccc(C(=O)NN2C(=O)c3ccc(S(=O)(=O)c4ccc(C(=O)O)cc4)cc3C2=O)cc1	4	2	1	2	6
10	CC(C)N(C(=O)CSc1nc2ccccc2n1-c1ccccc1)C(C)C	-5	2	-1	6	8
11	COC(=O)c1ccc(NC(=O)NCCCl)cc1	-4	3	-10	-1	-23
12	CCOC(=O)/C=C1\CN(Cc2cc(OC)c(OC)c(OC)c2)S(=O)(=O)c2ccc(C(F)(F)F)cc21	-1	-1	18	15	14
13	COc1ccccc1CNC(=O)c1ccc(-c2ccccc2Cl)o1	9	3	2	5	-50
14	C=CCN1C(=O)C(CC(=O)Nc2ccccc2)N(Cc2ccccn2)C1=S (stereo unspecified)	-6	0	-10	-2	13
15	Cc1ccc(C)c(NC(=O)CN(C)C(=O)C2CCN(C(=O)Nc3ccccc3)CC2)c1	-3	x	-4	-7	-5

nr	HIF act	IEC-6 cytotox	HSF1 activator	KLF5 inh	AI-2 QS modul
1	x	-2	x	-31	x
2	-0.1	-3	16	-4	4
3	0.2	-6	2	-26	20
4	-0.1	-5	8	9	7
5	-0.2	-1	-4	-5	8
6	-0.1	x	-12	x	28
7	0.9	-5	-15	-40	17
8	0.2	-2	-13	-31	27
9	0.2	3	14	-44	6
10	-0.4	4	0	-34	21
11	0.9	-1	-2	-73	2
12	-1.8	-3	-4	-38	16
13	0.8	-3	2	-12	19
14	-0.6	8	-10	-10	3
15	0.1	x	-1	x	-4

Quoted at random: two compounds from above
nr	Molecule	HSF1 inhib	HSP90 refold inh	HDAC3 inh	Platelet DG rel	aSyn 5UTR inh
10	CC(C)N(C(=O)CSc1nc2ccccc2n1-c1ccccc1)C(C)C	-5	2	-1	6	8
14	C=CCN1C(=O)C(CC(=O)Nc2ccccc2)N(Cc2ccccn2)C1=S (stereo unspecified)	-6	0	-10	-2	13

nr	HIF act	IEC-6 cytotox	HSF1 activator	KLF5 inh	AI-2 QS modul
10	-0.4	4	0	-34	21
14	-0.6	8	-10	-10	3

Going on with the list.
nr	Molecule	HSF1 inhib	HSP90 refold inh	HDAC3 inh	Platelet DG rel	aSyn 5UTR inh
16	C=CCOc1ccc(CNn2cn[nH]c2=S)cc1OCC	-8	-1	13	1	11
17	CC(=O)Oc1c(/C=C(\C#N)C(N)=O)[nH]c2ccccc12	-2	1	x	-3	-5
18	CC(C)(C)c1ccc(-c2nc(O)c(CC(=O)O)s2)cc1	-1	15	5	13	-28
19	O=C1COc2ccc(C(=O)COC(=O)c3ncc(Cl)c(Cl)c3Cl)cc2N1	-2	x	0	-1	10
20	CCn1nc(C)c(NC(=O)CSc2nnc(-c3ccco3)n2C)c1C	-5	0	4	-10	13
21	O=C(NNC(=O)c1ccncc1)NC1CCCCC1	x	0	-2	-10	7
22	COc1ccc(C(=O)NCCc2nnc(SCC(=O)Nc3ccc(Br)cc3)n2C)cc1	-2	-3	-1	-13	6
23	COC(=O)c1ccccc1NC(=O)c1cc(-c2ccc(O)cc2)on1	-7	-1	-1	-5	-14
24	Cc1ccc(NC(=O)c2ccco2)c([N+](=O)[O-])c1	15	-1	1	2	-197
25	O=C(CNc1cccc(S(=O)(=O)N2CCOCC2)c1)Nc1cccc(Br)c1	11	x	u	13	0
26	CC(=O)C1C(c2ccc(O)cc2)NC(=O)NC1(O)C(F)(F)F (stereo unspecified)	-2	x	-3	1	10
27	CSc1cccc(NC(=O)COc2ccccc2)c1	x	3	-8	x	x
28	OC(COC(c1ccc(F)cc1)c1ccc(F)cc1)CN1CCCC(C(F)(F)F)C1 (stereo unspecified)	-6	3	14	-1	21
29	O=C(/C=C/c1ccccc1)NNC(=O)c1ccco1	-5	0	-7	-1	-25
30	CCCn1c(SCC(=O)Nc2ccc3c(c2)CCC3)n[nH]c1=O	10	0	1	-13	-44

nr	HIF act	IEC-6 cytotox	HSF1 activator	KLF5 inh	AI-2 QS modul
16	-0.3	-2	-6	3	11
17	-0.3	0	18	-27	7
18	-0.4	1	-16	-2	34
19	0.1	x	3	x	x
20	0.5	-4	-18	7	22
21	-0.1	3	x	14	-3
22	0.6	0	-4	-59	x
23	0.2	-4	0	-27	25
24	2.0	0	24	-36	12
25	-0.1	x	-5	x	18
26	0.0	x	-1	x	18
27	x	-2	x	-29	x
28	0.3	0	-1	-15	7
29	0.2	6	-3	-13	x
30	0.1	4	-4	-27	-38

(listing goes on)
nr	Molecule	HSF1 inhib	HSP90 refold inh	HDAC3 inh	Platelet DG rel	aSyn 5UTR inh
31	COC(=O)/C=C/CC(C)OS(N)(=O)=O (stereo unspecified)	-1	-5	-9	-3	-23
32	O=C(Nc1cc(C(F)(F)F)ccc1Cl)C(Sc1ccccn1)c1ccccc1 (stereo unspecified)	12	4	-1	6	28
33	COc1ccc(C2CC(c3ccc(C)cc3)=NN2C(=O)CCC(=O)O)cc1OC (stereo unspecified)	-11	-3	-6	0	5
34	O=C(Nc1nc(-c2cc3ccccc3o2)cs1)c1ccc(S(=O)(=O)N2CCCC2)cc1	7	1	-13	-10	-68
35	CCOC(=O)Cc1csc(SCC(=O)NC2CCCCC2)n1	10	0	x	0	13
36	O=C(NCCN1CCCCC1)Nc1ccc(F)c(Cl)c1	-3	-1	-4	1	-8
37	O=C(c1sc2ccccc2c1Cl)N1CCN(CCc2ccccn2)CC1	-7	-4	10	4	22
38	COC(=O)CSc1nc2ccccn2c(=O)c1C=O	8	5	2	3	-173
39	COC(=O)c1ccc(NC(=O)NS(=O)(=O)c2ccc(C)cc2)cc1	-24	-2	3	2	-22
40	Cc1cc(NC(=O)COC(=O)c2c(C)nn(-c3ccccc3)c2C)no1	1	-1	4	1	8
41	COc1ccc(/C=C/C(=O)c2ccc(NS(=O)(=O)c3ccc(C)cc3)cc2)cc1O	176	11	9	8	-23
42	COc1ccc(Cl)cc1NC(=O)C1Cc2ccccc2CN1S(C)(=O)=O (stereo unspecified)	7	7	0	-6	u
43	Cc1cnc(SCc2ccc(Cl)cc2Cl)[nH]c1=O	8	5	2	-2	8
44	CC(=O)Nc1ccc(S(=O)(=O)NCC2CCC(C(=O)NCCC(C)C)CC2)cc1 (stereo unspecified)	1	3	2	3	-7
45	O=c1cc(CSc2ccccc2)[nH]c(=S)[nH]1	-1	-1	5	-2	3

nr	HIF act	IEC-6 cytotox	HSF1 activator	KLF5 inh	AI-2 QS modul
31	0.5	-6	6	-6	25
32	0.5	2	11	-12	19
33	0.8	-8	-6	-102	17
34	0.4	-4	11	-26	11
35	0.3	-3	-6	-33	13
36	-0.3	2	3	-16	11
37	0.7	-2	-16	-19	21
38	2.7	5	23	-8	13
39	4.0	0	-38	-16	20
40	0.1	2	13	-38	3
41	1.0	-7	200*	-9	64
42	-1.3	5	-1	9	-8
43	-1.2	2	13	-22	46
44	-0.3	1	-10	-8	27
45	-0.3	-6	-12	0	-49

Following part:
nr	Molecule	HSF1 inhib	HSP90 refold inh	HDAC3 inh	Platelet DG rel	aSyn 5UTR inh
46	CCc1ccc(NC(=O)C(C)OC(=O)/C=C/c2cccc([N+](=O)[O-])c2)cc1 (stereo unspecified)	-5	0	0	4	18
47	O=C(O)c1ccc(N/N=C/c2ccc3ncccc3c2)cc1	-5	16*	0	2	42
48	O=C(O)/C=C/C(=O)Nc1ccc(SC(F)(F)F)cc1	4	0	-13	6	15
49	CCOC(=O)c1ccc(NC2c3ncccc3C(=O)N2Cc2ccc(F)cc2)cc1 (stereo unspecified)	-4	-2	8	15	8
50	c1ccc2c(c1)CCNC2c1ccncc1 (stereo unspecified)	-5	-1	-1	-18	8

nr	HIF act	IEC-6 cytotox	HSF1 activator	KLF5 inh	AI-2 QS modul
46	0.2	5	-18	0	17
47	-2.4	-5	-9	-73	-25
48	-0.5	-6	-1	5	17
49	-0.1	-2	1	-14	5
50	-0.4	0	19	-9	0

Among those listed so far, these contain an NH in an aromatic ring.
nr	Molecule	HSF1 inhib	HSP90 refold inh	HDAC3 inh	Platelet DG rel	aSyn 5UTR inh
2	CCOC(=O)C1CCN(C(=O)CSc2n[nH]c(=O)[nH]c2=O)CC1	-4	3	0	-2	-13
16	C=CCOc1ccc(CNn2cn[nH]c2=S)cc1OCC	-8	-1	13	1	11
17	CC(=O)Oc1c(/C=C(\C#N)C(N)=O)[nH]c2ccccc12	-2	1	x	-3	-5
30	CCCn1c(SCC(=O)Nc2ccc3c(c2)CCC3)n[nH]c1=O	10	0	1	-13	-44
43	Cc1cnc(SCc2ccc(Cl)cc2Cl)[nH]c1=O	8	5	2	-2	8
45	O=c1cc(CSc2ccccc2)[nH]c(=S)[nH]1	-1	-1	5	-2	3

nr	HIF act	IEC-6 cytotox	HSF1 activator	KLF5 inh	AI-2 QS modul
2	-0.1	-3	16	-4	4
16	-0.3	-2	-6	3	11
17	-0.3	0	18	-27	7
30	0.1	4	-4	-27	-38
43	-1.2	2	13	-22	46
45	-0.3	-6	-12	0	-49
